Source: PubChem BioAssay (several laboratories)
ADAM10 inh: ADAM10 inhibition, QFRET primary screen; recombinant ADAM10, EDANS/DABCYL FRET peptide cleavage, 3 h; inhibition, % at 7 µM; actives 0.62% (n = 370,000); AID 720582;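 active = inhibition above a per-campaign cutoff equal to the mean of compounds falling between control-based bounds plus 3 SD, cut at about 20% in these data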;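 note: 0% = DMSO wells while the 100% control is not disclosed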
Target sequence (O14672 214-748 limits assumed): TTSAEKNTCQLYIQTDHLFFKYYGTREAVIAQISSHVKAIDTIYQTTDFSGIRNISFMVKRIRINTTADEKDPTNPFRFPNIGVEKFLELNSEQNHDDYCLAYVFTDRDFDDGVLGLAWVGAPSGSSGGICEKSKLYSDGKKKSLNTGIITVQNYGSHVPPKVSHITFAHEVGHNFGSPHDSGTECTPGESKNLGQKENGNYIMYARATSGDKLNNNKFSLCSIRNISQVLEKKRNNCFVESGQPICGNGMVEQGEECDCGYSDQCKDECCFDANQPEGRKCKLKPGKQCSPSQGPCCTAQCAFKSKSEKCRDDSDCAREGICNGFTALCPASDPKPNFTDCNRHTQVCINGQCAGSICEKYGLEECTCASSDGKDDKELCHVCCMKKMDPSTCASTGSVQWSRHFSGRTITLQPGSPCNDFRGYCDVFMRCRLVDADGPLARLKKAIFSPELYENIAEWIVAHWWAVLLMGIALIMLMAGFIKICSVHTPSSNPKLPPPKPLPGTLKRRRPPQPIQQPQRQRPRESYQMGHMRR
SMARCA2 act: SMARCA2 function activation, primary screen. actives 1% (n = 370,000). activation, % at 9.1 µM. MG213 cells, MMTV-luciferase reporter, dexamethasone, overnight; in the data active = activation above about 7.8%;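 note: 0% = vehicle wells and 100% = reference activator wells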
DAX1 inh-1: inhibitors of human orphan nuclear receptor DAX1 (NR0B1). actives 0.99% (n = 340,000). AID 504766. inhibition, % at 6.75 µM. P51843. HEK293 Gal4-DAX1 luciferase reporter, luminescence;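 active = inhibition above the mean over all tested compounds plus 3 SD, cut at about 4.2% in these data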;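 note: 0% = DAX1-transfected cells with DMSO and 100% = empty-vector control cells with DMSO; inhibition shows as a rise in luminescence from relieved DAX1 repression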
Target sequence (P51843 207-470 limits assumed): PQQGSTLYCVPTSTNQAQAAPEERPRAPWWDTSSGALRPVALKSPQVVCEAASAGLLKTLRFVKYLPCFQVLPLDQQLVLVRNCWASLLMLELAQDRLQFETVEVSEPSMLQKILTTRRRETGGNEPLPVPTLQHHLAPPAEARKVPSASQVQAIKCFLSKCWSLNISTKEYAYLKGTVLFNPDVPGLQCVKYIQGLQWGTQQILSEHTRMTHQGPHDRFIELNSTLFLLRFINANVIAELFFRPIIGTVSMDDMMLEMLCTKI
ADAM17 inh: ADAM17 inhibition, QFRET primary screen. recombinant ADAM17, EDANS/DABCYL FRET peptide cleavage. AID 720648. actives 0.83% (n = 370,000). P78536. inhibition, % at 6.95 µM;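 active = inhibition above the mean of compounds lying between control limits plus 3 SD, set per campaign, cut at about 8.5% in these data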;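 note: 0% = DMSO-only wells as the low control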
hgDAF-12 ag: activates the H. glycines DAF-12 receptor ligand-binding domain | HEK293 GAL4-hgDAF12 UAS-luciferase reporter, agonist luminescence; normalized to butyrate control | activation, % at 6.8 µM | actives 1.8% (n = 370,000);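 active = activation above a cutoff set at the mean of all screened compounds plus 3 SD, cut at about 10% in these data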;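 note: 0% = DMSO wells and 100% = sodium butyrate wells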
hcDAF-12 act: H. contortus DAF-12 activation, primary screen. activation, % at 6.8 µM. actives 1.4% (n = 370,000). HEK293 hcDAF-12 lit1-tk-luc reporter, luminescence; 0% DMSO, 100% Δ7-dafachronic acid. AID 652067;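 active = activation above the mean of all tested compounds plus 3 SD, cut at about 5.5% in these data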;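 note: 100% = response to 3 µM Δ7-dafachronic acid high control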
PG9 binder: small molecules binding HIV-1 gp120 antibody PG9. TR-FRET gp120-PG9 antibody binding. inhibition, % at 6.7 µM. actives 0.43% (n = 360,000). AID 624416; in the data active = inhibition above about 8.5%
GAA850 FXN act: frataxin GAA850 promoter activation; actives 0.56% (n = 360,000); AID 540364; HEK293 lucGAA850 FXN promoter luciferase reporter, 24 h; percent of 10 µM SAHA response; activation, % at 6 µM;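 active = activation above the average of all compounds screened plus 3 SD, cutoff fixed separately per campaign, cut at about 7.5% in these data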;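 note: 0% = DMSO wells and 100% = 10 µM SAHA wells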
DAX1 inh-2: blocks DAX1 repression of SF-1 activated StAR promoter | actives 1.1% (n = 370,000) | inhibition, % at 6.8 µM | HEK293T StAR-luciferase reporter, SF-1/DAX-1 repression relief | AID 652010;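 active = inhibition above the mean over all tested compounds plus 3 SD, cut at about 3.6% in these data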;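 note: 0% = DAX-1 cells with DMSO and 100% = cells lacking DAX-1 with DMSO; higher inhibition means more luminescence from relief of DAX-1 repression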
ssDAF12 agonist: activates DAF-12 receptor from parasite S. stercoralis. HEK293 ssDAF-12/GRIP1 lit1-tk-luc reporter, luminescence; % of 3 µM dafachronic acid response. activation, % at 6.8 µM. actives 1% (n = 370,000). AID 652126;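 active = activation above the mean over all tested compounds plus 3 SD, cut at about 0.9% in these data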;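 note: 0% = DMSO-only wells and 100% = 3 µM delta7-dafachronic acid wells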
NPR1 activator: GC-A (human) enzyme activation; P16066; HEK293 GC-A cells, cGMP TR-FRET, EC30 ANP; 0% at EC30 ANP, 100% saturating ANP; activation, % at 10 µM; actives 0.14% (n = 370,000); in the data active = activation above about 40%
Starred values were filed as active, the others as inactive; nt = no result given.

SMILES | ADAM10 inh | SMARCA2 act | DAX1 inh-1 | ADAM17 inh | hgDAF-12 ag | hcDAF-12 act | PG9 binder | GAA850 FXN act | DAX1 inh-2 | ssDAF12 agonist | NPR1 activator
O=C(/C=C/c1ccc(S(=O)(=O)N2CCOCC2)cc1)NC(=S)NCCCn1ccnc1 | 1 | -2 | -0.7 | -3 | -4.2 | -1.8 | -2.8 | 2.3 | -0.1 | -1.4 | -2
CCOC(=O)N1CCC(Nc2c(Nc3ccc(C)c(C)c3)c(=O)c2=O)CC1 | 10 | -3 | 0.3 | 2 | 0.2 | 1.3 | -1.3 | 2.5 | 0.8 | -0.7 | -1
NC(=O)CSc1ccc(S(=O)(=O)N2CCCCC2)cn1 | -7 | -4 | -0.3 | -2 | -2.1 | 0.1 | 0.8 | 0.7 | 0.6 | -0.8 | -2
CN(C)C(=O)c1ccc(NC(=O)c2cccc(-n3cnnn3)c2)cc1 | -6 | -3 | 0.8 | -1 | -0.5 | -1.3 | 0.7 | 1.5 | -0.2 | -0.8 | 0
O=c1ccccn1Cc1c(F)cccc1Cl | -5 | -2 | -0.3 | -4 | 2.8 | -1.5 | 1.1 | -0.5 | -0.3 | -1.1 | 5
O=C(NC(=S)NCCc1ccccc1)C1CCCCC1 | 2 | -3 | -0.8 | 3 | 3.3 | 0.9 | -0.8 | 5.0 | 0.1 | -1.1 | 5
Cc1ccnc(N2C(=O)CSC2c2ccc(Cl)cc2)c1 (stereo not given) | -1 | 0 | 0.9 | 2 | 0.4 | -2.9 | -1.9 | 2.0 | -0.8 | -1.9 | -18
Cc1ccc(F)c(NC=C2C(=O)OC(C)(C)OC2=O)c1 | 6 | 4 | 1.3 | -1 | -2.5 | 1.9 | -2.8 | 0.5 | 0.1 | -1.0 | 3
CCOc1cc(C(C(=O)NCC2CCCO2)N(C(=O)Cn2nnc3ccccc32)c2ccccc2OC)ccc1O (stereo not given) | 2 | -1 | 0.1 | 1 | -0.7 | -0.5 | -0.5 | -0.8 | 0.2 | -1.1 | -3
CCOC(=O)C1=NOC(C(C)=O)(C(=O)N2CCOCC2)C1 (stereo not given) | -4 | -3 | nt | -3 | -1.6 | -0.8 | nt | nt | 0.2 | -0.2 | -2
COC(=O)CCNS(=O)(=O)c1ccc2ccccc2c1 | -2 | -1 | -0.9 | -6 | 2.4 | -0.1 | -1.2 | -2.1 | -0.6 | -0.8 | -3
COc1ccc2[nH]cc(CCNC(=O)C3CC(=O)N(c4ccc(Cl)cc4)C3)c2c1 (stereo not given) | -12 | -1 | -1.7 | -1 | -0.3 | -2.0 | 1.7 | 0.8 | -0.1 | -1.3 | 1
C=C1C(=O)[C@]23C[C@H]1CC[C@H]2[C@]1(C)[C@@H](OC(C)=O)CC[C@@](C)(C(=O)OC)[C@H]1C[C@@H]3OC(C)=O | -9 | -10 | nt | -5 | -6.8 | -3.0 | -0.4 | nt | -7.6 | -1.8 | -24
CCC(C)NC(=O)C1CCC(=O)N1CCc1ccccc1 (stereo not given) | 7 | -2 | -1.0 | -5 | 1.3 | -0.5 | 0.5 | -0.1 | 0.1 | -0.9 | 5
CC(=O)Nc1ccc(S(=O)(=O)NNc2cccc(C)c2)cc1 | -2 | -3 | -0.1 | -1 | 1.8 | -0.6 | 1.2 | -1.0 | -0.3 | -1.2 | 3
COc1cc(CN2CCCCCC2)cc(Br)c1O | 3 | 0 | -0.4 | -1 | -0.2 | -0.9 | -0.7 | -1.6 | 0.0 | -0.6 | 2
CC[C@]12c3[nH]c4ccc(OC)cc4c3CCN1C(=O)C(CC(=O)NCCCN(C)C)C[C@@H]2C(=O)N1CCN(C(=O)C2CC2)CC1 (stereo not given in full) | -15 | -6 | -0.9 | -3 | 2.6 | -1.1 | 1.2 | -0.9 | 0.8 | -0.8 | 2
O=C(N/N=C/c1ccc[nH]1)c1ccc([N+](=O)[O-])cc1 | 19 | 7.9* | 0.5 | 1 | 3.4 | 3.3 | -2.2 | 3.3 | -0.1 | 0.0 | -2
Cc1cc(Br)cc(Cl)c1OCC(=O)N1CCN(C(=O)c2ccco2)CC1 | -13 | -3 | -0.8 | -1 | -1.4 | -2.2 | 1.3 | 1.7 | -1.4 | -1.2 | 5
CC(=O)c1ccc(NC(=O)c2c(C)nn(-c3ccccc3)c2Cl)cc1 | 4 | 4 | 0.8 | 2 | 5.7 | 0.7 | 0.3 | 1.8 | -0.4 | -1.3 | 2
COc1ccc(S(=O)(=O)N(C)CC(=O)N2CCN(C)CC2)cc1Cl | -18 | 0 | 0.2 | 0 | 0.8 | -0.3 | -0.8 | 2.1 | -0.3 | -1.2 | 3
COC(=O)c1ccccc1NC(=O)C1CCCN(S(=O)(=O)c2ccc(OC)cc2)C1 (stereo not given) | 9 | 1 | -1.0 | 2 | -3.3 | -3.3 | -0.8 | -1.1 | -1.9 | -2.0 | -3
O=C(CCN1CCN(c2ccccc2)CC1)N/N=C/c1ccc(O)c(O)c1O | 0 | -1 | 0.4 | 0 | -3.1 | 0.7 | -3.4 | 1.0 | -0.3 | -1.0 | -2
CCN(CC)C(=O)CN1CCN(Cc2ccc3c(c2)OCO3)CC1 | 2 | 1 | -0.9 | -1 | -0.7 | -2.0 | 0.9 | -1.1 | 0.1 | -1.1 | 3
O=C1C=C(O)C(n2cncn2)C(c2ccc(F)cc2)C1 (stereo not given) | -3 | -2 | 0.1 | -2 | 1.9 | -0.7 | -0.4 | -1.6 | 0.4 | -1.5 | 1
COc1ccc(N2C(=O)/C(=C\c3ccco3)N=C2SCC(=O)NC(C)(C)C)cc1Cl | -5 | -1 | 1.2 | 0 | -2.2 | 0.5 | -0.1 | -2.0 | 0.0 | -0.6 | 1
CCOC(=O)c1cc(-c2ccc(F)cc2)n(CC(=O)Nc2nccs2)c1C | 8 | 2 | -0.9 | 8 | -2.3 | -1.9 | 2.2 | -0.3 | -0.3 | -1.8 | -3
O=C(NC(=S)Nc1ccccc1)c1csnn1 | -7 | 0 | 0.1 | -6 | 0.6 | 2.6 | -2.2 | 0.5 | -0.1 | -1.2 | nt
O=C(c1ccc2c3n(nc2c1)-c1ccc(Cl)cc1CO3)N1CCOCC1 | -28 | 4 | 1.6 | -5 | 5.5 | 3.8 | 0.1 | 6.2 | 1.7 | -0.5 | 11
COc1cccc(/C=N/NC(=O)c2ccccc2NC(=O)c2ccco2)c1OC | -3 | -1 | 0.6 | -3 | -0.2 | 0.1 | -0.5 | 0.7 | -0.8 | -1.4 | 1
OC1COCOC1C(O)C1OCOCC1O (stereo not given) | -12 | -1 | -0.6 | -1 | 0.5 | -1.4 | -0.2 | -2.2 | 0.9 | -0.8 | 4
CC1(C)CC(=O)C(C=NCCN2CCN(C3CC(=O)N(c4ccc(Br)cc4)C3=O)CC2)=C(O)C1 (stereo not given) | 2 | -1 | nt | -1 | 1.0 | -0.9 | 1.7 | -0.5 | -0.4 | -1.4 | 0
CCCCN(C(=O)c1ccc(-n2nc(C)cc2C)cc1)c1c(N)n(CCC)c(=O)[nH]c1=O | -2 | -1 | 2.1 | 3 | -0.5 | -0.7 | -1.3 | 4.1 | 2.3 | -0.8 | 3
O=C(COC(=O)CNS(=O)(=O)c1cc(C(F)(F)F)ccc1Cl)NC1CC1 | -2 | 1 | 0.0 | -1 | -2.4 | -0.5 | -0.3 | 0.1 | -0.2 | -0.6 | 2
O=C(Nc1ccccc1)/C(=C\c1ccccc1)NC(=O)c1ccco1 | -2 | -2 | nt | -2 | 2.4 | -0.9 | -1.9 | 0.9 | -0.4 | -1.4 | -5
N=C1/C(=C\c2ccc(OC(=O)c3ccc(F)cc3)cc2)C(=O)N=C2SC(N3CCOCC3)=NN12 | -38 | -3 | 0.0 | -18 | 0.8 | 0.1 | -1.2 | -1.7 | -0.2 | -1.2 | 12
CCN(CCc1ccccc1)c1ccc2c(c1)C1CC2CCN1C(=O)OCc1ccccc1 (stereo not given) | 2 | -1 | -0.8 | 0 | 1.1 | 0.1 | -0.5 | 2.2 | 1.0 | 1.6* | 5
NS(=O)(=O)c1ccc(CCNc2ccnc3cc(Cl)ccc23)cc1 | -35 | -1 | -1.7 | -4 | -3.5 | -2.4 | 1.2 | -0.1 | -0.4 | -0.8 | 3
Cc1noc(C(=O)Nc2ccc(C#N)cc2)c1Cl | 3 | -1 | -0.9 | 2 | 4.8 | -1.9 | 0.4 | 0.1 | 0.0 | -1.1 | -2
CS(=O)(=O)N(Cc1ccc(F)cc1)Cc1nc2ccccc2c(=O)[nH]1 | -10 | -2 | 0.6 | -6 | 1.8 | -1.4 | -0.7 | 0.1 | -0.1 | -0.7 | -4

Single entries from the entries so far:
Cc1ccnc(N2C(=O)CSC2c2ccc(Cl)cc2)c1 (stereo not given) in NPR1 activator: -18
O=C(CCN1CCN(c2ccccc2)CC1)N/N=C/c1ccc(O)c(O)c1O in PG9 binder: -3.4

Returning to the listing, repeating the 2 entries before the break.
SMILES | ADAM10 inh | SMARCA2 act | DAX1 inh-1 | ADAM17 inh | hgDAF-12 ag | hcDAF-12 act | PG9 binder | GAA850 FXN act | DAX1 inh-2 | ssDAF12 agonist | NPR1 activator
Cc1noc(C(=O)Nc2ccc(C#N)cc2)c1Cl | 3 | -1 | -0.9 | 2 | 4.8 | -1.9 | 0.4 | 0.1 | 0.0 | -1.1 | -2
CS(=O)(=O)N(Cc1ccc(F)cc1)Cc1nc2ccccc2c(=O)[nH]1 | -10 | -2 | 0.6 | -6 | 1.8 | -1.4 | -0.7 | 0.1 | -0.1 | -0.7 | -4
O=C(O)CC1(CC(=O)Nc2ccc3ccccc3c2)CCCCC1 | -9 | -2 | 1.0 | -5 | -1.2 | 1.8 | -1.6 | -1.4 | 0.7 | -1.0 | 2
CC1=CCn2c(=O)c3ccccc3c(=O)n2C1 | 11 | -3 | 0.3 | 2 | 3.4 | -2.3 | -0.6 | -0.1 | 0.4 | -1.0 | -2
CCN(CC)CCNC(=O)C1c2cc(OC)c(OC)cc2C(=O)N(C)C1c1cccs1 (stereo not given) | -7 | -1 | -0.2 | -9 | 3.5 | -1.0 | -0.5 | -2.1 | 0.1 | -1.2 | -9
COCCn1c(SC2CCCCC2=O)nnc1-c1ccncc1 (stereo not given) | -2 | -2 | 1.3 | -4 | -0.5 | -0.3 | -1.7 | 0.3 | 0.7 | -0.4 | 0
Cc1cccnc1NC(=S)Nc1ccc(Cl)c(Cl)c1 | 5 | 3 | 1.7 | 1 | 9.7 | 3.9 | -0.9 | 3.5 | 1.1 | 0.1 | 5
Cc1cc(NC(=O)CSc2nnc(CNC(=O)c3ccccc3)o2)no1 | -4 | 0 | -0.2 | 0 | 0.3 | 0.6 | -1.9 | -2.5 | 2.4 | -0.8 | 2
O=C(NNC(=O)c1ccc(Br)o1)c1ccc(NC(=O)c2ccccc2)cc1 | -14 | -2 | -1.8 | -7 | -3.5 | -2.1 | -1.3 | 1.8 | -1.0 | -0.8 | -2
O=C(CNC(=O)c1ccccc1F)OCn1nnc2ccccc2c1=O | -11 | -1 | 0.4 | -6 | -1.1 | -0.2 | 0.4 | 0.9 | 2.4 | -1.2 | -3
